# Screening data from PubChem.
# KB-3-1 cytotox: kills parental KB-3-1 adenocarcinoma cells. KB-3-1 viability, CellTiter-Glo ATP luminescence, 72 h. Potency, µM (doses to about 46.1 µM), without a hit: at the top dose activity change, negative = cytotoxic, usual class: cytotoxic. hit rate 1.4% among 400,000; also: potency is read from the fitted curve at half-maximal effect; % is scaled to controls: 0 for no effect and ±100 for the full control effect; nearly all actives have a fitted effect of over 60% in size
#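 Cytotoxicity in the drug-sensitive parental line KB-3-1 was scored as loss of CellTiter-Glo luminescence following 72 h incubation with compound. Values come from curve fitting of normalized concentration-response data.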
# KB-V1 MDR tox: kills drug-selected multidrug resistant KB-V1 cells; KB-V1 MDR cells viability, CellTiter-Glo, 72 h; Potency, µM (series often up to 46.1 µM), for inactives: top-dose activity change, negative = cytotoxicity, hits mostly cytotoxic; hit rate 3.4% among 400,000; also: potency is read from the fitted curve at half-maximal effect; % is scaled to controls: 0 for no effect and ±100 for the full control effect; nearly all actives have a fitted effect of over 60% in size
#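 Potencies derive from concentration-effect curves fitted to normalized luminescence (CellTiter-Glo) of KB-V1 cells treated for 72 h at 37 degrees C in phenol-red-free DMEM containing 10% FBS.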
# GLP1R ag: GLP-1 receptor (human) agonism | Potency, µM (doses to about 45.6 µM), for the others: at the top dose activation, usual class: activators | hit rate 0.007% among 380,000 | P43220 | HEK293 GLP-1R CRE-luciferase, luminescence, 4-6 h; cells express a hypersensitive GLP-1R form; also: potency is read from the fitted curve at half-maximal effect; % of control where 0% means no effect
# Target sequence (P43220 whole entry, looked up): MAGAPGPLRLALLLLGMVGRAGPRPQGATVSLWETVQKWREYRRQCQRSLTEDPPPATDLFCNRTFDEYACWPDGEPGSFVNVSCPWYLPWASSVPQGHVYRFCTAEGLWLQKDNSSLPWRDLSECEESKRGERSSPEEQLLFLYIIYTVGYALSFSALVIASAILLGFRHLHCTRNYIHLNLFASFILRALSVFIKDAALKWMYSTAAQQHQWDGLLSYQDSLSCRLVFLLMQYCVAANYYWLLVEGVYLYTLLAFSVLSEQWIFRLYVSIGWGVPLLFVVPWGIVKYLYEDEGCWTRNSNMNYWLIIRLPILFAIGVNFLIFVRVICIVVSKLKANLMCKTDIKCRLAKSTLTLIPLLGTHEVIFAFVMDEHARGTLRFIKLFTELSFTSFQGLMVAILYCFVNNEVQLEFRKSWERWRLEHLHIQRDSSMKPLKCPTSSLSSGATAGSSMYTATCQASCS
# HT1080NT lethal: kills 2HG-producing HT-1080-NT fibrosarcoma cells; Potency, µM (highest dose often 46.1 µM), for inactives: top-dose activity, negative = less viability, hits mostly cytotoxic; hit rate 1.6% among 360,000; HT-1080-NT fibrosarcoma viability, CellTiter-Glo ATP luminescence, 48 h;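 also: NT is the 2HG producing partner of a matched IDH1 knockdown line; potency is read from the fitted curve at half-maximal effect; 0% = DMSO-treated cells and -100% = media-only wells without cells; nearly all actives have a fitted effect of over 55% in size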
#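 750 cells/well, RPMI + 5% FBS; 2 h settle, compound pin-transfer, 48 h at 37 degrees C. CellTiter-Glo 10 min RT, luminescence. Normalized to DMSO and media-only wells.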
# SW480 rereplic: induces DNA re-replication in SW480 colon adenocarcinoma cells; SW480 DNA re-replication, Hoechst DNA content imaging, 48 h; Potency, µM (highest dose often 46.1 µM), inactives show at the highest dose re-replication activation, most hits filed as activators; hit rate 1.8% among 340,000; also: potency is read from the fitted curve at half-maximal effect; % of control where 0% means no effect; nearly all actives have a fitted effect of over 55% in size
#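 Compounds, transferred as 23 nL by pin tool, were incubated with cells for 48 hr; DNA content per nucleus was then quantified by Hoechst staining and fluorescence plate imaging.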
# D3 ag: agonists of human D3 dopamine receptor; P35462; D3R DiscoveRx beta-arrestin cells, luminescence, 90 min; max activation, %; hit rate 0.58% among 410,000; AID 652048; in the data active = max activation above about 30%; also: 0% is about no effect; mostly tested at two doses, the higher about 12 µM
# Target sequence (P35462 whole entry, looked up): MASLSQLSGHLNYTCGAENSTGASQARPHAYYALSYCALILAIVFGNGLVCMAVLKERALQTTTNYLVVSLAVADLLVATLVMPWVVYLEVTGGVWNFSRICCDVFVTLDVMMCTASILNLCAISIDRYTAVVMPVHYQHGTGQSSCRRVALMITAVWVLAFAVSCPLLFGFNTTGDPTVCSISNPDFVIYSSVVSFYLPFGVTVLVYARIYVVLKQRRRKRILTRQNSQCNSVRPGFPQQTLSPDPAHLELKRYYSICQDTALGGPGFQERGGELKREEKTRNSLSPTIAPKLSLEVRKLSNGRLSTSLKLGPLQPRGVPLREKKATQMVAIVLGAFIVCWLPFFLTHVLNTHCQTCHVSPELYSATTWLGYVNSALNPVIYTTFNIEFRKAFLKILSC
#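 Cells at 1500/well, incubated overnight, then treated with pinned compounds (dopamine as control) for 90 min at 37 degrees C. DiscoveRx reagent added for 30 - 60 minutes at room temperature; luminescence read.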
# HT1080 IDH1KD tx: toxicity to HT-1080 IDH1 knockdown cells (counter line) | HT-1080 IDH1 knockdown viability, ATP luminescence, 48 h | Potency, µM (top dose mostly 46.1 µM), inactives show at the top dose activity, negative = toxicity, hits mostly cytotoxic | hit rate 2% among 360,000 | AID 686971;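 also: potency is read from the fitted curve at half-maximal effect; 0% = DMSO wells and -100% = cell-free medium wells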
#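 CellTiter-Glo luminescence after 48 h compound exposure at 37 degrees C of IDH1-knockdown HT-1080 cells in 5% FBS RPMI. %Activity scaled between DMSO wells and cell-free media wells, with curves fitted and assigned curve classes.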
# IL1B secr inh: inhibitors of inflammasome signaling (IL-1 beta secretion). THP-1 LPS/ATP IL-1B secretion, AlphaLISA, 16 h; hits give low values. activity change, % at 57.5 µM. hit rate 4.7% among 360,000. AID 743279; in the data active = activity change below about -50%; inconclusive = mostly about -30% to -49%; also: % is scaled to controls: 0 for no effect and ±100 for the full control effect
#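 Secreted IL-1B measured by AlphaLISA bead assay after 16 h compound exposure of THP-1 cells; compounds (final up to 57.5 uM) added 1 h before LPS (250 ng/mL) and ATP (1.25 mM) stimulation; lower signal means less secretion.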
# D3 antag: D3 dopamine receptor (human) antagonism; P35462; D3R cells, DiscoveRx beta-arrestin luminescence, antagonist mode; hits give low values; max response, negative = inhibition, %; hit rate 2.5% among 360,000; AID 652054; in the data active = max response below about -50%; inconclusive = no clear call, values can overlap the other calls; also: % is scaled to controls: 0 for no effect and ±100 for the full control effect; mostly tested at two doses, the higher about 12 µM
#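 Cells expressing the human receptor were seeded at 1500 cells/well, incubated overnight at 37 degrees C in 5% CO2, then exposed to library compounds with dopamine controls for 90 minutes at 37 degrees C before luminescent detection.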
# The depositor's hits bear a star; ? = inconclusive; . = no result given; & = joins results of further samples; [ ] = another dose, or the depositor's remark. Unless noted, calls follow the shape of the dose curve; as a rule, active = well fitted curve in the direction sought with a large enough effect; inconclusive = small, poorly fitted or top-dose-only effect, or another doubt; inactive = no such curve, though single readings can be large; an effect the other way counts as inactive or inconclusive.
SMILES,KB-3-1 cytotox,KB-V1 MDR tox,GLP1R ag,HT1080NT lethal,SW480 rereplic,D3 ag,HT1080 IDH1KD tx,IL1B secr inh,D3 antag
COC(=O)COc1ccc(S(=O)(=O)Nc2cc([N+](=O)[O-])ccc2C)cc1,-1%,7%,9%,0%,4%,-6,12%,39,8
COc1ccccc1OCCn1cc(C(=O)O)c2ccccc21,1%,?,-3%,-12%,0%,6,28%,-12,8
CC(=O)c1c(C)[nH]c(C(=O)NCCc2c[nH]c3ccccc23)c1C,0%,-12%,10%,13%,-1%,-7,-13%,15,-11
COc1ccc(OC)c(CNC(=O)Cn2nc(C)c3c(C)n(-c4ccc(C)cc4)nc3c2=O)c1,?,6%,5%,-1%,?,4,-11%,?,-3
O=C(CCNS(=O)(=O)c1ccccc1C(F)(F)F)N1CCN(S(=O)(=O)c2cccc(F)c2)CC1,-1%,-3%,6%,-2%,-9%,8,4%,-11,-16
Cc1ccc(NCc2nnc(SCC(=O)NCc3ccco3)n2CC2CCCO2)c(C)c1 (stereo not drawn),12%,-3%,0%,3%,-2%,2,1%,-18,-17
COc1cccc(N=C2NC(=O)/C(=C/c3cc([N+](=O)[O-])ccc3O)S2)c1,0%,-5%,1%,11%,-1%,-7,17%,19,-7
O=C(O)CC(Cn1[nH]nnc1=S)c1ccccc1 (stereo not drawn),-1%,15%,0%,3%,0%,2,1%,8,?
Cc1cnc(CN(C)C(=O)C2CCC(=O)N(CCc3ccccc3)C2)[nH]1 (stereo not drawn),7%,-9%,-1%,4%,-10%,1,12%,0,4
Cc1nnc(-c2cccc(C(F)(F)F)c2)nc1N1CCOCC1,-3%,-22%,15%,-20%,-38%[inhibitor],-5,-9%,-3,5
CCOC(=O)c1cn(CC(=O)Nc2ccc(C(C)C)cc2)nn1,-5%,0%,-6%,-3%,?,-4,12%,-4,-8
C/C(=N/Nc1ccccc1[N+](=O)[O-])c1ccc([N+](=O)[O-])cc1,1%,2%,-8%,-4%,-11%,3,-5%,4,-4
CCN(CC)c1ccc(NC(=O)C2=CCN(S(=O)(=O)c3ccc(F)cc3)CC2)c(C)c1,3%,15%,-5%,-16%,9%,-5,-25%,3,0
COc1ccc(CNC(=O)COC(=O)Cc2ccc(Br)cc2)cc1,3%,0%,14%,8%,-7%,6,20%,-1,3
N#Cc1ccc(COC(=O)C2CC(=O)N(CCc3ccccc3)C2)cc1 (stereo not drawn),0%,16%,1%,-1%,0%,5,20%,0,-18
CCC1(CC)NC(=O)N(CC(=O)OC(C)C(=O)Nc2cc([N+](=O)[O-])ccc2OC)C1=O (stereo not drawn),.,.,7%,-4%,0%,-1,0%,-9,-20
C=CCSCC1Nc2cc(Cl)c(S(N)(=O)=O)cc2S(=O)(=O)N1 (stereo not drawn),0%,11%,0%&3%,8%,15%&3%,0&8,-9%,11,1
CN(CC(=O)Nc1cccc(F)c1)C(=O)c1ccccc1Cc1ccccc1,-2%,?,-1%,0%,-3%,-1,-2%,-10,-8
CCOCCCn1c(=S)[nH]c2cc(C(=O)NCCOC)ccc2c1=O,6%,15%,-5%,0%,0%,-3,6%,8,24
CSc1ccc(CNc2ccccn2)cc1,-13%,-26%,4%,3%,1%,-7,6%[9.24 µM],-19,-21
CCc1ccc(C(=O)N2CCN(c3ccc(NC(=O)c4ccco4)cc3)CC2)cc1,?,?,2%,14%,0%,7,9%,-12,5
O=[N+]([O-])c1ccc2[nH]nc(-c3ccccc3)c2c1,-2%,-28%,0%,7%,0%,-5,11%,-9,6
O=C(COc1cccc2ccccc12)NNC(=O)CSCCO,5%,1%,-5%,4%,2%,-3,2%,4,-50*
CCC(C)[C@H]1COCCS(=O)(=O)N1Cc1ccc(Br)cc1 (stereo partly drawn),-2%&-3%,?,10%,-1%,3%,-5,22%,-3,8
CCOc1cc(NC(=S)NCCCN2CCOCC2)c(OCC)cc1NC(=O)C(C)C,20%,?,-4%,23%,2%,-3,19%,-8,13

# The final 2 compounds of the part above lead into the next.
SMILES,KB-3-1 cytotox,KB-V1 MDR tox,GLP1R ag,HT1080NT lethal,SW480 rereplic,D3 ag,HT1080 IDH1KD tx,IL1B secr inh,D3 antag
CCC(C)[C@H]1COCCS(=O)(=O)N1Cc1ccc(Br)cc1 (stereo partly drawn),-2%&-3%,?,10%,-1%,3%,-5,22%,-3,8
CCOc1cc(NC(=S)NCCCN2CCOCC2)c(OCC)cc1NC(=O)C(C)C,20%,?,-4%,23%,2%,-3,19%,-8,13
CCN1C(=O)/C(=C/c2ccc(OC)c(OC)c2)N=C1SCC(=O)NCc1ccco1,0%,-3%,27%,16%,-3%,3,1%,-14,1
CCCCC(=O)Nc1cccc2c1C(=O)N(c1ccccc1)C2=O,22%,0%,-13%,8%,3%[9.22 µM],-1,20%,11,68
CCc1c(C(=O)Nc2cc(C)ccc2OC)[nH]c(C)c1C(C)=O,-14%,0%,0%,-29%,-20%,2,-28%,26,22
Cc1cc(C)cc(OCCNC(=O)C2CCN(S(=O)(=O)c3ccccc3)CC2)c1,7%,-9%,-3%,7%,-2%,2,3%,-15,3
CCn1cc(C(=O)NCCCOC)c(=O)c2cc(S(=O)(=O)N3CCCC3)ccc21,0%&3%,-16%&5%,-4%,-6%,-5%,1&-9,0%,-10,-22
CCSc1cc(Cl)nc(N)n1,7%,6%,16%,12%,-3%,3,2%,28,2
CCOc1ccc(NC(=O)CSc2nc3ccccc3c(=O)n2CCCC(=O)NCC2CCCO2)cc1 (stereo not drawn),1%,18%,9%,1%,-6%,8,18%,13,21
Cc1ccc(C)n1C(CC(=O)O)c1ccc(C#N)cc1 (stereo not drawn),-2%,2%,0%,-11%,1%,-1,-3%,-16,-9
O=C(/C=C/c1ccccc1)NC(=S)Nc1ccc2c3c(cccc13)CC2,4.1µM*,-15%,-9%,13%,-2%,4,21%,25,9
COC(=O)c1ccc(Oc2ccc3nncn3n2)cc1,-8%,-3%,-5%,10%,-7%,-6,17%,6,-11
NS(=O)(=O)c1ccc(CCNC(=O)Cn2c(=O)c3cccn3c3cccnc32)cc1,-24%,-11%,-1%,18%,26%,-7,-1%,23,-1
C/C(=N\O)C(C)(C)Nc1ccc(Cl)cc1,-11%,?,9%,-19%,0%,0,-4%,2,3
COC(=O)c1c(N2C(=O)Nc3ccccc3N2O)sc2c1CCCC2,?,?,0%,1%,0%,0,-3%,10,6
CC(=O)c1ccccc1OC(=O)CCN1C(=O)C2C3C=CC(C4CC34)C2C1=O (stereo not drawn),-2%,?,-2%,0%,-11%,-5,-5%,4,1
Cc1ccc(NC2=CC(=O)CC(c3ccccc3)C2)cc1 (stereo not drawn),?,?,10%,2.9µM*,21µM*,-9,2.9µM*,-1,13
O=C(NCCSCc1ccccc1)c1ccccc1,0%,-7%,0%,10%,3%,2,8%,-30,0
CC(C)c1nnc(NC(=O)CCC(=O)NC2CCCCC2)s1,-1%,16%,-3%,-4%,-15%,-9,1%,15,2
CCOC(=O)CSc1nnc(CNc2cccc(Cl)c2)n1-c1ccccc1,14%,24%,8%,1%,-9%,1,5%,-10,-8
O=[N+]([O-])c1ccc(NC(=S)N2CCN(c3ccc(F)cc3)CC2)cc1,15%,-18%,-27%,-2%,-4%,-8,10%,10,22
CC(C)Cc1nc(N2CCN(C(=O)c3ccco3)CC2)c(C#N)c2c1CCCC2,-28%,-19%,19%,?,85%,10,?,-27,19
COc1ccnc(Oc2ccc(F)cc2)c1C(=O)N/C=N/OCc1ccc(F)cc1,13%,-2%,5%,0%,1%,0,-13%,10,-27
Cc1cccc(-c2nc(C)c(CCNC(=O)C(=O)Nc3ccc(C)c(C)c3)s2)c1,-25%,-19%,4%,.,.,10,.,.,.
Cc1cc(C(=O)OCC(=O)c2ccc3c(c2)NC(=O)CO3)c2ccccc2n1,-1%,21%,4%,0%,-4%,14,0%,38,11
OC(c1ccccc1)(c1nc(-c2ccc(Cl)cc2)cs1)C(F)(F)F (stereo not drawn),0%,6%,2%,16µM*,.,-2,?,1,-18
Cc1ccc(S(=O)(=O)CCC(O)c2ccc(Cl)cc2)cc1 (stereo not drawn),0%,0%,0%,10%,8%,-10,9%,18,-25

# A few values from the results shown.
# D3 antag result of CC(=O)c1ccccc1OC(=O)CCN1C(=O)C2C3C=CC(C4CC34)C2C1=O (stereo not drawn) reads 1
# SW480 rereplic result of CC(C)c1nnc(NC(=O)CCC(=O)NC2CCCCC2)s1 reads -15%

# Remaining list, next part.
SMILES,KB-3-1 cytotox,KB-V1 MDR tox,GLP1R ag,HT1080NT lethal,SW480 rereplic,D3 ag,HT1080 IDH1KD tx,IL1B secr inh,D3 antag
CC(C)(C)OC(=O)CNC(=O)c1[nH]cnc1C(=O)N[C@@H](CCCCNC(=O)OC(C)(C)C)C(=O)OC(C)(C)C,-13%,-4%,7%,-7%,?,-24,-3%,?,-22
Cc1ccc(Cn2nnc3c(=O)n(CC(=O)NCc4ccc5c(c4)OCO5)cnc32)cc1,-6%,-3%,7%,?,-2%,3,11%[9.24 µM],-4,9
COc1ccccc1NS(=O)(=O)c1cccc(C(=O)N2CCCCCCC2)c1,-3%,16µM*,-6%,10%,-4%,3,-2%,20,-21
CCCCOC(=O)c1ccc(N2C(=O)CC(N3CCN(C/C=C/c4ccccc4)CC3)C2=O)cc1 (stereo not drawn),-5%,?,-13%,-1%,7%,-4,-1%,-9,0
C/C=C/C(=O)NCCc1ccc(OC)c(OC)c1,-9%,3%,2%,19%,-5%,0,11%,7,1
C[C@H](NC(=O)c1ccccc1)C(=O)N1CCN(c2ccccc2)CC1,-3%,-1%,6%,15%,-4%,11,12%,-2,7
COc1cccc(/C=N/n2c(C3CCCCC3)n[nH]c2=S)c1,1%,-8%,0%,15%,7%,5,4%,15,-1

# Limited to HT1080 IDH1KD tx and D3 antag, for two of the compounds above:
SMILES | HT1080 IDH1KD tx | D3 antag
C[C@H](NC(=O)c1ccccc1)C(=O)N1CCN(c2ccccc2)CC1 | 12% | 7
COc1cccc(/C=N/n2c(C3CCCCC3)n[nH]c2=S)c1 | 4% | -1
